Compound activity as filed in PubChem BioAssay.
hgDAF-12 ag = hgDAF-12 agonism, primary luciferase screen. HEK293 GAL4-hgDAF12 UAS-luciferase reporter, agonist luminescence; normalized to butyrate control. activation, % at 6.8 µM. hit rate 1.8% among 370,000. AID 687014;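 active = activation above a cutoff set at the mean of all screened compounds plus 3 SD, cut at about 10% in these data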;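 also: 0% = DMSO wells and 100% = sodium butyrate wells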
DAX1 inh-1 = blocks DAX1 repression of SF-1 activated StAR promoter. AID 652010. HEK293T StAR-luciferase reporter, SF-1/DAX-1 repression relief. inhibition, % at 6.8 µM. hit rate 1.1% among 370,000;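 active = inhibition above the mean over all tested compounds plus 3 SD, cut at about 3.6% in these data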;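 also: 0% = DAX-1 cells with DMSO and 100% = cells lacking DAX-1 with DMSO; higher inhibition means more luminescence from relief of DAX-1 repression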
ADAM17 inh = ADAM17 inhibition, QFRET primary screen | inhibition, % at 6.95 µM | P78536 | recombinant ADAM17, EDANS/DABCYL FRET peptide cleavage | hit rate 0.83% among 370,000 | AID 720648;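 active = inhibition above the mean of compounds lying between control limits plus 3 SD, set per campaign, cut at about 8.5% in these data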;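 also: 0% = DMSO-only wells as the low control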
ADAM10 inh = inhibitors of human ADAM10; inhibition, % at 7 µM; O14672; hit rate 0.62% among 370,000; AID 720582; recombinant ADAM10, EDANS/DABCYL FRET peptide cleavage, 3 h;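 active = inhibition above a per-campaign cutoff equal to the mean of compounds falling between control-based bounds plus 3 SD, cut at about 20% in these data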;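 also: 0% = DMSO wells while the 100% control is not disclosed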
SMARCA2 act = increases SMARCA2 function in MMTV reporter cells; activation, % at 9.1 µM; MG213 cells, MMTV-luciferase reporter, dexamethasone, overnight; hit rate 1% among 370,000; in the data active = activation above about 7.8%;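 also: 0% = vehicle wells and 100% = reference activator wells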
DAX1 inh-2 = inhibits human nuclear receptor DAX1 | AID 504766 | inhibition, % at 6.75 µM | HEK293 Gal4-DAX1 luciferase reporter, luminescence | hit rate 0.99% among 340,000 | P51843;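 active = inhibition above the mean over all tested compounds plus 3 SD, cut at about 4.2% in these data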;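 also: 0% = DAX1-transfected cells with DMSO and 100% = empty-vector control cells with DMSO; inhibition shows as a rise in luminescence from relieved DAX1 repression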
FXN GAA850 act = activators of GAA850 frataxin (FXN) promoter; hit rate 0.56% among 360,000; activation, % at 6 µM; AID 540364; HEK293 lucGAA850 FXN promoter luciferase reporter, 24 h; percent of 10 µM SAHA response;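 active = activation above the average of all compounds screened plus 3 SD, cutoff fixed separately per campaign, cut at about 7.5% in these data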;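 also: 0% = DMSO wells and 100% = 10 µM SAHA wells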
hcDAF12 agonist = activates DAF-12 receptor from parasite H. contortus | HEK293 hcDAF-12 lit1-tk-luc reporter, luminescence; 0% DMSO, 100% Δ7-dafachronic acid | activation, % at 6.8 µM | hit rate 1.4% among 370,000;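 active = activation above the mean of all tested compounds plus 3 SD, cut at about 5.5% in these data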;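 also: 100% = response to 3 µM Δ7-dafachronic acid high control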
ssDAF12 agonist = S. stercoralis DAF-12 activation, primary screen; AID 652126; hit rate 1% among 370,000; activation, % at 6.8 µM; HEK293 ssDAF-12/GRIP1 lit1-tk-luc reporter, luminescence; % of 3 µM dafachronic acid response;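 active = activation above the mean over all tested compounds plus 3 SD, cut at about 0.9% in these data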;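 also: 0% = DMSO-only wells and 100% = 3 µM delta7-dafachronic acid wells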
GC-A act = GC-A (human) enzyme activation. P16066. activation, % at 10 µM. HEK293 GC-A cells, cGMP TR-FRET, EC30 ANP; 0% at EC30 ANP, 100% saturating ANP. hit rate 0.14% among 370,000. AID 1671463; in the data active = activation above about 40%
Target sequence (P16066 whole entry, looked up): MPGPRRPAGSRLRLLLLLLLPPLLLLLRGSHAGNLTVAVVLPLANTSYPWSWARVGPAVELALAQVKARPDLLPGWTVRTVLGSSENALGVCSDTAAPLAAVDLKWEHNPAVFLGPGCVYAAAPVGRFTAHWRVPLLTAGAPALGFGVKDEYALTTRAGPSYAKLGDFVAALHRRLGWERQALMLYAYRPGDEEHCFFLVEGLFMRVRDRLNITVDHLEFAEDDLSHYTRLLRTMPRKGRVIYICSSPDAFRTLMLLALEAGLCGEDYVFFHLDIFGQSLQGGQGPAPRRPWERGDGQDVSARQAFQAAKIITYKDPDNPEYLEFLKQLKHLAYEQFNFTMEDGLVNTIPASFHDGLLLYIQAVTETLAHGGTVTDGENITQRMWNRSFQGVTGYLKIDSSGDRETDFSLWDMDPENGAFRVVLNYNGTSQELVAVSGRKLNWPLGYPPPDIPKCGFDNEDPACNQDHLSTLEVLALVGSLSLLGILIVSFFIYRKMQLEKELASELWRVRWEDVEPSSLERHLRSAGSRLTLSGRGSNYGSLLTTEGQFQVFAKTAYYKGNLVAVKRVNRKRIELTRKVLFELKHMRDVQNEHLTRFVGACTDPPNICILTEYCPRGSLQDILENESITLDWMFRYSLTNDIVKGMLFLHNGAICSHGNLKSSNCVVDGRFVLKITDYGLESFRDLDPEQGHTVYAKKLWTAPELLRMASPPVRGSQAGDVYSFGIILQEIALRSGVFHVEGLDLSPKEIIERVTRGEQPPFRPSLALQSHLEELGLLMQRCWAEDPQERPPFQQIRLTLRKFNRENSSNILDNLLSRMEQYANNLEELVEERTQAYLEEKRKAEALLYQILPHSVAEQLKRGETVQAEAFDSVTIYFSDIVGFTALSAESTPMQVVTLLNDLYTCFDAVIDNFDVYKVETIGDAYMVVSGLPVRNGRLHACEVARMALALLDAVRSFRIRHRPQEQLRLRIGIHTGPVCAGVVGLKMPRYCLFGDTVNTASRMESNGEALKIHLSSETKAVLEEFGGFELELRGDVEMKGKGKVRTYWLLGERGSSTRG
PG9 binder = small molecules binding HIV-1 gp120 antibody PG9; TR-FRET gp120-PG9 antibody binding; inhibition, % at 6.7 µM; hit rate 0.43% among 360,000; in the data active = inhibition above about 8.5%
* = called active by the depositor; i = inactive; nt = no result given.

structure | ADAM10 inh | ADAM17 inh | FXN GAA850 act | PG9 binder | DAX1 inh-2 | ssDAF12 agonist | hgDAF-12 ag | SMARCA2 act | GC-A act | DAX1 inh-1 | hcDAF12 agonist
COc1ccc(N2CCN(CC(=O)Nc3ccc(C)cc3)CC2)cc1 | 0.8 | 0.4 | 3.4 | 1.4 | 0.5 | -1.2 | 0.2 | 0.7 | 0.3 | -0.4 | -1.9
COC(=O)CC1=NN(c2ccccc2)C(=O)C1 | 7.9 | 0.0 | 0.5 | -3.1 | -1.2 | -1.1 | -2.7 | -1.8 | -2.2 | 1.0 | -0.1
O=C(NCc1cccc(C(F)(F)F)c1)N1CCN(S(=O)(=O)c2ccccc2F)CC1 | 1.5 | 2.0 | -1.7 | -1.1 | -0.5 | -1.6 | -0.4 | -4.3 | -0.3 | 0.0 | -2.9
CCCOC(=O)CC1C(=O)NCCN1Cc1ccc(F)cc1 (stereo not drawn) | -14.2 | -0.5 | -0.3 | 1.1 | 2.2 | -1.7 | 1.5 | 2.0 | 2.9 | -0.3 | -1.1
CC(=O)Oc1cc2c(C(=O)NCCN3CCOCC3)c(C)oc2c2ccccc12 | -4.9 | -5.6 | -0.5 | -2.3 | 0.0 | -1.1 | 1.0 | 1.4 | 26.2 | -0.3 | 0.4
COC(=O)c1ccccc1NC(=O)C(C)Oc1ccccc1 (stereo not drawn) | 8.8 | 7.4 | -0.6 | -1.9 | 0.7 | -1.0 | 0.1 | -3.0 | -8.5 | 0.0 | -4.2
COc1ccccc1Cc1c(-c2ccco2)nc2ccc(Cl)cn12 | -27.3 | -10.0 | nt | 0.7 | nt | -0.6 | 4.2 | -0.7 | -8.1 | -2.6 | -0.5
COC1=Nc2ccccc2N2CCN=C12 | -181.2 | -46.7 | nt | -0.9 | nt | -0.3 | -1.6 | -2.8 | 4.0 | 0.6 | 1.5
Cc1ccccc1NC(=O)OC1CCC12CCCCC2 (stereo not drawn) | -0.6 | -1.7 | nt | nt | nt | -1.1 | 0.9 | -3.5 | 2.3 | -0.1 | 1.2
Cc1nc2ccccc2c(=O)n1/N=C/c1cccnc1 | -6.1 | -4.2 | 1.9 | 0.2 | 0.6 | -1.3 | 2.2 | 5.1 | -2.3 | 0.9 | -1.5
Cc1ccc(C(=O)OCC(=O)Nc2ccc3c(c2)OCO3)c(O)c1 | -10.8 | -3.6 | 2.5 | 3.6 | 0.4 | -0.9 | 1.4 | 1.3 | 4.9 | -0.7 | 2.1
N#CC1=C(N)OC2=C(C(=O)CCC2)C1c1cc2c(cc1Br)OCO2 (stereo not drawn) | -9.6 | -2.4 | 1.2 | -1.0 | 1.3 | -0.9 | -1.6 | -2.3 | -2.6 | 0.0 | -1.0
O=C(COc1cccc(Cl)c1Cl)NC1CC1 | -6.0 | -4.5 | 2.2 | 0.3 | -0.4 | -1.4 | -0.9 | -1.8 | 0.9 | -1.0 | -0.7
COc1ccccc1N(C)S(=O)(=O)c1ccc(C(=O)Nc2ccc3nc(C)sc3c2)cc1 | 14.6 | 7.6 | 0.0 | -1.4 | -2.9 | -2.6 | -3.1 | -3.9 | 0.5 | -1.5 | -2.7
CCOc1ccc(/C=N/NC2=NCCCCC2)cc1 | 5.5 | 3.3 | 1.6 | -2.5 | -0.9 | 0.1 | 5.2 | 2.3 | -2.2 | 0.5 | 1.5
Cc1ccccc1OCCC(=O)Nc1cc(S(=O)(=O)N2CCCCC2)ccc1N1CCN(C)CC1 | -9.2 | 0.6 | 0.1 | -1.9 | 0.0 | -0.6 | -3.0 | -1.2 | -2.0 | 1.3 | 0.8
COc1cc(-n2c(C)nc3cc(C(=O)N4CCN(C(C)=O)CC4)ccc32)cc(OC)c1OC | -13.0 | 2.8 | nt | nt | nt | -1.1 | -1.7 | -2.8 | -1.3 | 0.5 | -2.1
Cc1cc(C)c(C(=O)N2CCCC(N3CCN(c4cccc(C(F)(F)F)c4)CC3)C2)o1 (stereo not drawn) | 3.6 | -1.1 | -1.9 | 0.0 | -1.2 | -2.2 | 1.2 | -1.9 | -6.1 | -5.7 | -3.9
CCc1ccccc1N(CC(=O)NC1CCCC1)C(=O)CNC(=O)c1cccs1 | 3.7 | -0.8 | -1.5 | -4.0 | -0.8 | -1.3 | 1.5 | -4.4 | -6.9 | 0.0 | -2.2
CN(CCCC(=O)NCc1ccccc1)S(=O)(=O)c1ccc([N+](=O)[O-])cc1 | -7.1 | 1.0 | -0.3 | -3.1 | -0.2 | -1.2 | 0.1 | -0.8 | -1.8 | -0.8 | -1.7
C[C@H](CO)N1C[C@H](C)[C@@H](CN(C)C(=O)Nc2ccccc2)Oc2c(NC(=O)c3ccncc3)cccc2C1=O | -11.1 | -3.2 | -2.9 | -2.2 | 1.8 | -1.2 | -0.6 | -6.1 | 5.2 | 1.0 | 0.6
O=C(Nn1cnnc1)C(Sc1ccccc1)c1ccccc1 (stereo not drawn) | 1.9 | -1.3 | 0.1 | -0.3 | 0.7 | 0.0 | -0.7 | -0.1 | 0.7 | 0.0 | -1.5
CCOc1ccc(S(=O)(=O)N2CCN(C(=O)CCC(=O)N3CCOCC3)CC2)cc1 | -2.4 | 0.2 | 1.5 | 1.1 | 0.4 | -1.1 | -1.2 | -4.5 | -0.4 | 2.3 | -0.9
CC(C)COc1ccc(C2NC(=O)NC2=O)cc1 (stereo not drawn) | -5.1 | -2.2 | -2.3 | 2.2 | 0.9 | -1.7 | -1.8 | -1.8 | 2.5 | 0.2 | -2.7
Cn1cc(-c2nnnn2-c2cccc(C(F)(F)F)c2)c(C(F)(F)F)n1 | -3.8 | -2.5 | -2.5 | -0.2 | 0.0 | -0.9 | -1.8 | -0.4 | -0.5 | 0.0 | -0.3
N#CC1c2ccccc2C=CN1C(=O)c1ccccc1 (stereo not drawn) | 0.9 | -2.2 | 1.0 | -0.9 | 2.5 | -1.2 | -1.1 | -1.6 | 5.1 | -0.8 | -1.4
c1ccc(OCCOCCOc2ccccc2)cc1 | -8.2 | -5.1 | 2.8 | 1.4 | -0.8 | -0.9 | 2.8 | -1.0 | 2.1 | 0.3 | -0.4
O=C(c1ccc2c(c1)OCO2)C1CCCN(C(=O)C2CCOCC2)C1 (stereo not drawn) | -31.3 | -12.0 | 1.9 | 0.8 | -0.1 | -0.8 | 3.4 | -4.0 | -0.2 | 0.2 | -0.5
CC(Oc1ccc(-c2nccc(-c3ccccn3)n2)cc1)C(=O)NN (stereo not drawn) | 6.3 | -6.4 | 0.3 | 0.9 | 1.9 | -1.3 | -3.7 | -0.5 | 3.9 | -0.3 | 0.6
CCOc1ccc(N(CC(=O)NCc2ccccc2OC)S(C)(=O)=O)cc1 | -4.7 | -3.0 | 3.1 | 0.1 | 2.8 | -1.3 | 5.4 | 3.2 | 0.2 | 0.5 | 3.7
CCc1ccc(-c2nc(SCC(=O)NC3CCS(=O)(=O)C3)n[nH]2)cc1 (stereo not drawn) | -0.8 | -0.6 | 1.9 | -1.4 | 2.8 | 0.5 | 0.1 | -0.3 | 2.2 | 3.6* | 0.6
Cc1nc(C)c(-c2csc(Nc3ncccc3C)n2)s1 | 1.9 | -2.4 | 5.5 | -2.6 | 0.8 | -0.9 | 3.1 | -0.8 | 13.7 | -0.4 | 0.1
CN(C)/C=C/C(=O)c1ccc(F)cc1 | -5.8 | -0.6 | 2.1 | 0.2 | 0.9 | -1.3 | 9.4 | 5.7 | -3.7 | 1.7 | 1.9
COc1ccccc1C(=O)C1CCCN(C(=O)CCC(=O)c2ccccc2)C1 (stereo not drawn) | -0.7 | -1.8 | 0.3 | -0.7 | 0.9 | -1.9 | 2.2 | 0.2 | 2.9 | -0.5 | -0.6
CN(C1CCS(=O)(=O)C1)S(=O)(=O)c1ccc(C2CCCCC2)cc1 (stereo not drawn) | 5.0 | 1.1 | -1.5 | 2.5 | 0.4 | -1.4 | -2.6 | -2.7 | 7.9 | 0.2 | -1.3
CSCCC(NC(=O)c1ccc(Cl)cc1)C(=O)OCC(=O)Nc1cc(Cl)ccc1C#N (stereo not drawn) | 11.4 | 1.5 | 2.2 | -1.8 | 0.4 | 0.3 | 0.9 | 4.2 | -5.8 | -0.3 | 7.5*
Cc1csc(NC(=O)c2ccoc2C)n1 | -7.8 | -2.2 | 1.2 | -1.7 | 0.7 | -0.6 | 6.0 | 5.8 | 4.2 | 1.5 | 3.9
COc1ccc(CN2CCC(n3nccc3NC(=O)CCc3ccccc3)CC2)c(C)c1C | 0.2 | -1.9 | -1.9 | -0.7 | -0.4 | -0.8 | -2.6 | -3.2 | -7.5 | -0.2 | -2.5
CC(=O)N/C(=N\c1nc(C)cc(C)n1)Nc1ccc(Cl)cc1Cl | -2.6 | 1.4 | -0.1 | -1.9 | -0.3 | -1.5 | -1.9 | -1.9 | -1.4 | -0.3 | 0.8
CC(C)CC(=O)Nc1ccc(C(=O)COC(=O)CN2C(=O)NC3(CCCCC3C)C2=O)cc1 (stereo not drawn) | -12.2 | -2.7 | 0.1 | -0.2 | 1.2 | -0.9 | -2.0 | -1.3 | -1.1 | -1.1 | -1.5
CCCc1n[nH]c2c1/C(=N/O)CC(c1ccccc1)C2 (stereo not drawn) | 3.1 | -0.8 | -2.3 | -0.3 | -2.3 | -1.7 | -1.8 | 1.3 | 0.5 | -0.5 | -2.6
CC1CCN(C(C(=O)O)c2ccccc2)CC1 (stereo not drawn) | -2.7 | -0.9 | 1.0 | -3.0 | nt | -1.4 | -0.2 | 3.8 | 0.7 | -0.1 | 0.4
CN1C(=O)c2cc(NC(=O)c3ccccc3)ccc2OC[C@H]2O[C@@H](CC(=O)NCC3CC3)CC[C@@H]21 | 3.7 | -8.5 | nt | nt | nt | -0.8 | 0.1 | -0.7 | 1.5 | 0.3 | 0.0
O=C(O)c1ccc(NC(=O)c2ccccc2NC(=O)c2cccc(Br)c2)cc1 | 4.8 | -2.5 | 2.1 | -0.4 | 1.2 | -1.2 | -0.3 | -2.9 | 0.1 | 0.4 | -0.8
CC(=O)Nc1ccc(NC(=O)CSc2nnc(-c3cc4ccccc4o3)n2C)cc1 | 0.7 | 0.4 | -0.4 | -0.6 | 0.1 | -0.4 | 3.8 | -1.8 | -4.7 | -0.6 | 1.5
COc1ccc(N2CCN(C(=O)c3ccc4c(c3)[nH]c(=S)n3c5ccccc5nc43)CC2)cc1 | i | -193.3 | nt | 1.4 | nt | -1.4 | 5.4 | -3.5 | 2.1 | -1.2 | -2.2
CC(=O)c1ccc(OCc2cc(C(=O)N3CCC[C@H]3CO)no2)cc1 | -3.2 | -1.9 | -0.2 | 1.2 | 1.1 | -1.1 | 0.7 | -1.6 | 1.4 | -0.3 | -2.8
